RXFP1 antag: qHTS Assay for Antagonists of the Relaxin Receptor RXFP1; Relaxin receptor 1 (Homo sapiens), Q9HBX9; HEK293-RXFP1, relaxin-stimulated cAMP HTRF, 30 min; stronger effect = lower value; activity change, negative = inhibition, % at 57.5 µM; 350,000 compounds, 0.59% hits; AID 1259400, 2018;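 active = activity change of -60% or lower, but not beyond a set lower limit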; also: % is scaled to controls: 0 for no effect and ±100 for the full control effect
D1 antagonist: Antagonist of Human D 1 Dopamine Receptor: qHTS. activity change, negative = inhibition, % at 10 µM. D(1A) dopamine receptor (Homo sapiens), P21728. HEK293 TREx D1 cells, calcium flux, dopamine EC80; stronger effect = lower value. AID 504652, 2011. 360,000 compounds, 3.2% hits; in the data active = activity change below about -30%; also: % is scaled to controls: 0 for no effect and ±100 for the full control effect
Target sequence (P21728 whole entry, looked up): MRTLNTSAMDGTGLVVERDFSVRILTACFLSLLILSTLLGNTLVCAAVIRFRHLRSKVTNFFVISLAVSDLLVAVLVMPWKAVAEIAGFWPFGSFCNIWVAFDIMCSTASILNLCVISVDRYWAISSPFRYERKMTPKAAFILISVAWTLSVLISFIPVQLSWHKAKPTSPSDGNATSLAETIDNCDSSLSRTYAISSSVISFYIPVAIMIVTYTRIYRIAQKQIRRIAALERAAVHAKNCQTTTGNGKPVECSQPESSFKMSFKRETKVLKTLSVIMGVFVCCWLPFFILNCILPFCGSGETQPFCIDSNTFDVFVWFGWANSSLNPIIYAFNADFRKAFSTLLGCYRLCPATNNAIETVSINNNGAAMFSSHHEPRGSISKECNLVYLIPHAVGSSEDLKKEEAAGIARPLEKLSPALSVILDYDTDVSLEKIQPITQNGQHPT
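Calcium flux readout: force-coupled, inducible Hek293 Trex D1 line, cells induced overnight at 30 C with tetracycline, dye-loaded 30–90 min at RT. Antagonism scored against EC80 dopamine challenge given 180 s after compound.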
RXFP1 agonist: qHTS Assay for Agonists of the Relaxin Receptor RXFP1; HEK293T-RXFP1 cAMP TR-FRET, 30 min; response scale: percent of porcine relaxin response, buffer zero; Potency, µM (top dose mostly 57.5 µM), for inactives: at the highest dose activation, hits mostly activators; Relaxin receptor 1 (Homo sapiens), Q9HBX9; 370,000 compounds, 0.3% hits; active = well fitted activation curve with a large enough effect; also: potency is read from the fitted curve at half-maximal effect; % is scaled to controls: 0 for no effect and ±100 for the full control effect; nearly all actives have a fitted effect of over 60% in size; many of its hits are not listed in these tables
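cAMP rise read by TR-FRET after 30 min, 37C compound exposure (up to 58 uM) in RXFP1-transfected HEK293 cells with Ro 20174 present. EC50 from Hill-equation fits, with 29 nM porcine relaxin as 100% and buffer as basal.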
D2 potentiator: HTS Assay for Positive Allosteric Modulators of the Human D2 Dopamine Receptor: Primary Screen for Potentiators; 340,000 compounds, 0.34% hits; potentiation, % at 10 µM; D(2) dopamine receptor (Homo sapiens), P14416; HEK293 T-REx D2, calcium flux, EC20 dopamine potentiation;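 active = potentiation over 3 SD above the plate norm, cut at about 30% in these data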; also: 0% is about no effect
Target sequence (P14416 whole entry, looked up): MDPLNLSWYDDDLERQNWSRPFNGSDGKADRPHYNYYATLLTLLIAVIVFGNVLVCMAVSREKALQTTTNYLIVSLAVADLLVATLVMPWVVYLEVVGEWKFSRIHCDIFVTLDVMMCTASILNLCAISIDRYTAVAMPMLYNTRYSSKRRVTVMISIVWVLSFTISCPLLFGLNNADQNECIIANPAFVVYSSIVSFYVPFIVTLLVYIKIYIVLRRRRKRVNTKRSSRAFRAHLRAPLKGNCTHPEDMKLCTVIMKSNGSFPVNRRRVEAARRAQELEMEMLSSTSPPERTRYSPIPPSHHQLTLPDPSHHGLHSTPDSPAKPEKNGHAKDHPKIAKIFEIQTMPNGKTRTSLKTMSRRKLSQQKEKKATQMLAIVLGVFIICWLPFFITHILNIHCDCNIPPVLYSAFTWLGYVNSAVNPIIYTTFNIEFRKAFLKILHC
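Tetracycline-induced Hek293 Trex D2 cells, force-coupled to calcium, loaded with no-wash calcium dye. Compound added with 180 s kinetic read for agonism, then EC20 dopamine and a further 180 s read for potentiation.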
TRHR enhancer: qHTS for Small Molecule Agonists and Allosteric Enhancers of Human TRH Receptor: Primary Screen for Enhancers | AID 493056, 2011 | TRHR cells, fluo-8 calcium fluorescence, EC20 TRH enhancement | enhancement, % at 2 µM | 360,000 compounds, 0.66% hits | Thyrotropin-releasing hormone receptor (Homo sapiens), P34981; in the data active = enhancement above about 30%; also: 0% is about no effect
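Enhancer read-out: after compound pinning and an initial kinetic agonist-mode read, an EC20 of TRH (10 nM final) was injected and fluo-8 calcium signal (Ex 480/Em 530) followed at 1 s/cycle for 100 cycles in TRHR-expressing cells.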
D1 agonist: Allosteric Agonists of the Human D1 Dopamine Receptor: qHTS | AID 504660, 2011 | HEK293 T-REx D1 cells, calcium flux, agonist mode | 360,000 compounds, 1% hits | activation, % at 2 µM; in the data active = activation above about 30%; also: 0% is about no effect
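Agonism was scored from calcium flux recorded over 180 s (1 read/s) after pintool compound addition, following a 10-cycle baseline. Cells were inducible force-coupled HEK293 TREx D1, plated overnight at 30 C and loaded with no-wash calcium dye.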
D2 agonist: HTS Assay for Allosteric Agonists of the Human D2 Dopamine Receptor: Primary Screen for Agonists | 340,000 compounds, 0.53% hits | HEK293 T-REx D2 cells, calcium flux agonist mode | activation, % at 2 µM | D(2) dopamine receptor (Homo sapiens), P14416;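 active = activation over 3 SD above normal in the single-dose calcium agonist read, cut at about 30% in these data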; also: 0% is about no effect
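Agonism is scored from calcium flux in a force-coupled, inducible HEK293 cell line expressing D2, read kinetically for 180 s after compound addition against dopamine controls.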
D1 PAM: Potentiators of Human D1 Dopamine Receptor: qHTS; D(1A) dopamine receptor (Homo sapiens), P21728; HEK293 TREx D1 cells, calcium flux, dopamine EC20 potentiation; potentiation, % at 10 µM; 360,000 compounds, 0.036% hits; in the data active = potentiation above about 30%; also: 0% is about no effect
D2 antagonist: HTS Assay for Allosteric Antagonists of the Human D2 Dopamine Receptor: Primary Screen for Antagonists | D(2) dopamine receptor (Homo sapiens), P14416 | HEK293 TREx D2 cells, calcium flux, dopamine EC80 | inhibition, % at 10 µM | 340,000 compounds, 2% hits; in the data active = inhibition above about 30%; also: 0% is about no effect
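HEK293 T-REx D2 cells, tet-induced, calcium dye no-wash. Cpd pintool add, 180 s kinetic, then EC80 DA, 180 s kinetic. Ca flux read.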
* marks the source's active call; other numbers are inactive results; . = not tested or not shown. A portion of the library, so the mix of outcomes need not match the whole.

SMILES	RXFP1 antag	D1 antagonist	RXFP1 agonist	D2 potentiator	TRHR enhancer	D1 agonist	D2 agonist	D1 PAM	D2 antagonist
COC(=O)c1cc(NC(=O)c2cnc(SC)nc2-c2ccccc2)cc(C(=O)OC)c1	4.3	-16.6	1.6%	.	-0.8	4.7	.	2.0	.
CC(=O)N(/N=C1\Sc2ccccc2C1=O)c1ccccc1	-11.9	-43.9*	0.9%	2.0	-5.5	5.2	0.7	-6.7	4.2
N#C/C(=C/c1cccc([N+](=O)[O-])c1)C(=O)Nc1ccccc1O	-12.6	-9.0	-0.5%	-0.6	0.3	0.5	0.4	3.9	9.8
CCOc1ccc(S(=O)(=O)NCCC(=O)NCCCSc2ccccc2)cc1	-3.1	10.8	0.9%	-17.6	-1.3	-0.4	-1.3	5.1	9.3
Cc1nc2ccccc2c(=O)n1NC(=O)c1cccnc1Cl	2.1	-3.1	0.0%	-2.3	1.5	4.7	-0.5	-0.1	-5.7
Cc1ccc(S(=O)(=O)N2CCCC2)cc1C(=O)NCC(C)(C)N1CCOCC1	-6.6	-7.3	0.2%	.	-5.1	2.4	.	5.5	.
CCOc1ccc(C(=O)Cn2cnc3ccccc3c2=O)cc1	-3.1	9.1	1.1%	11.8	8.9	1.4	0.2	2.8	-14.8
O=C(NCc1ccc(F)cc1)c1ccc(CS(=O)(=O)c2ccc(Cl)cc2)o1	-3.0	-4.6	0.8%	2.2	8.5	21.9	0.4	-1.0	.
CCN(CC)CCCNC(=O)CN1C(=O)CSc2ccc(S(=O)(=O)N3CCOCC3)cc21	4.6	3.7	0.9%	15.1	0.4	2.0	0.7	-0.8	-13.8
O=S(=O)(NCCc1nnc2ccc(SCc3ccc(C(F)(F)F)cc3)nn12)c1ccccc1	-36.3	9.7	0.1%	1.0	-7.8	-0.3	-1.1	-0.2	.
CCNc1nc(NCC)nc(SCC(C)=O)n1	-21.5	-4.0	0.8%	19.9	3.5	1.8	1.0	0.3	-3.9
CCC(C)(C)NC(=O)C1CCN(S(=O)(=O)c2cccs2)CC1	-2.4	-4.0	-2.4%	.	5.2	4.0	.	-2.9	.
Clc1cccc(-c2nn3c(-c4ccncc4)nnc3s2)c1	.	-11.3	2.6%	-5.4	-2.1	-0.4	0.0	-3.2	6.6
COC(=O)CN1C(=O)C(C)(C)Oc2ccc(C(=O)NC3CCCC3)cc21	7.0	-15.0	-0.4%	-0.7	0.2	3.9	-1.5	-10.1	-6.9
O=C(O)c1ccc(O)c(O)c1	.	0.1	-1.1%	3.0	-1.1	9.9	0.2	0.2	-8.2
Cc1cccc(NC(=S)N(CCN(C)C)Cc2cc3cc(C)cc(C)c3[nH]c2=O)c1	-8.0	-12.5	1.2%	2.9	-6.9	2.4	-1.1	-7.3	8.7
CCn1c(C)cc2c(c1=O)C(c1ccccc1)C(C(=O)OC)=C(N)O2 (configuration not stated)	19.1	-3.8	-2.3%	-6.0	6.2	-1.0	-3.7	-5.2	9.1
COc1ccc(C2C(Oc3ccccc3C)C(=O)N2Cc2ccc(F)cc2)cc1OC (configuration not stated)	-7.4	9.5	3.1%	-1.3	-7.6	7.2	1.0	-5.2	-6.7
CCN(Cc1ccc(O)cc1)CC1CCCN(CCc2cccc(F)c2)C1 (configuration not stated)	0.4	-21.2	-1.1%	3.3	-4.0	4.2	0.3	-11.4	-5.3
Cc1cccc(-c2cc(NC(=O)C(C)(C)C)n(-c3ccccc3)n2)c1	.	-5.5	1.0%	-5.2	-0.6	0.1	-1.6	4.8	.
CCOC(=O)c1c(C)[nH]c(CCC(=O)NCc2ccc(OC)c(OC)c2)c1C	-10.3	-6.4	10.6%	-10.5	-2.3	1.4	-0.4	-2.3	.
O=C(Nc1ccsc1C(=O)O)c1ccc(Cl)cc1	-16.7	-13.9	4.9%	6.4	2.4	-0.7	-1.7	0.2	10.2
Cc1cc(C)cc(N2CC(C(=O)O)CC2=O)c1 (configuration not stated)	-6.9	-15.5	1.2%	-12.8	-4.6	0.7	-0.8	-1.7	-0.2
O=C(COC(=O)c1cccc(S(=O)(=O)N2CCCCCC2)c1)Nc1ccccc1C(F)(F)F	5.1	-2.0	1.4%	5.6	12.7	4.7	0.4	0.8	1.7
COc1ccc(-c2cn3c(n2)sc2cc(C(=O)Nc4ccc(F)cc4)ccc23)cc1	10.1	-1.5	6.5%	4.3	-0.4	1.1	0.6	-2.6	.
Cc1ccc(C(C(=O)Nc2ccc3c(c2)OCO3)N(C)C(=O)Cc2c[nH]c3ccccc23)cc1 (configuration not stated)	-5.8	41.8	0.0%	-5.7	-1.7	1.6	0.8	1.9	-3.8
CC(C#Cc1ccc2c(c1)COc1c3ccccc3nn1-2)OC(C)(C)C (configuration not stated)	.	0.8	-1.3%	.	3.4	1.6	.	-1.7	.
CC(C)(CN1CCCC1)NS(=O)(=O)c1ccccc1	-0.4	-6.3	0.1%	3.3	3.3	4.0	0.0	-0.9	-21.6
CCn1c(-c2nonc2NC(=O)c2ccccc2)nc2ccccc21	9.1	-10.9	2.4%	10.1	-6.6	1.0	0.1	10.2	-29.5
Cc1ccccc1NC(=O)c1ccccc1	-12.5	0.8	-0.6%	-15.3	22.3	0.4	0.5	-4.9	-2.1

Rewritten in CSV form: entries from further up.
molecule,RXFP1 antag,D1 antagonist,RXFP1 agonist,D2 potentiator,TRHR enhancer,D1 agonist,D2 agonist,D1 PAM,D2 antagonist
CCC(C)(C)NC(=O)C1CCN(S(=O)(=O)c2cccs2)CC1,-2.4,-4.0,-2.4%,.,5.2,4.0,.,-2.9,.
Clc1cccc(-c2nn3c(-c4ccncc4)nnc3s2)c1,.,-11.3,2.6%,-5.4,-2.1,-0.4,0.0,-3.2,6.6
COC(=O)CN1C(=O)C(C)(C)Oc2ccc(C(=O)NC3CCCC3)cc21,7.0,-15.0,-0.4%,-0.7,0.2,3.9,-1.5,-10.1,-6.9
O=C(O)c1ccc(O)c(O)c1,.,0.1,-1.1%,3.0,-1.1,9.9,0.2,0.2,-8.2

Additional compounds
SMILES	RXFP1 antag	D1 antagonist	RXFP1 agonist	D2 potentiator	TRHR enhancer	D1 agonist	D2 agonist	D1 PAM	D2 antagonist
CCCCN(CCCC)C(=O)c1cc2ccccc2c(=O)o1	0.2	1.7	1.7%	3.1	22.8	4.3	-0.6	-7.3	5.9
CC(=O)c1cccc(NC(=O)N2CCC(CN3CCCCC3)CC2)c1	-5.2	0.9	0.0%	-6.4	3.7	0.2	.	2.1	.
Cc1ccc(CC(=O)OCC(=O)NC2CCCC(C)C2C)cc1C (configuration not stated)	-5.8	-6.9	0.1%	13.0	-0.9	-2.2	-0.3	0.6	8.2
CCOc1ccc(NS(=O)(=O)c2c(C)nc3sccn3c2=O)cc1	-11.2	-33.8*	-0.5%	2.1	-5.9	6.8	2.0	-10.3	27.8
O=C(COC(=O)c1ccc2c(c1)C(=O)N(c1cccc3ncccc13)C2=O)c1ccc(Cl)cc1	2.0	-2.3	3.7%	-17.7	4.2	0.3	-0.5	-2.3	9.8
CN(C)S(=O)(=O)n1cnc([C@@H]2[C@@H]3C(=O)OC[C@@H]3C[C@]23N=CN(Cc2ccccc2)C3=O)c1	.	.	0.3%	8.1	-0.3	-2.4	-0.2	-2.6	30.9*
COc1ccc(-c2cc(-c3ccc(O)cc3)nc(N)c2C#N)cc1	14.3	-10.3	2.5%	4.7	-2.8	1.9	0.8	-17.8	3.7
O=C(CCCCn1c(=O)c2ccccc2n(Cc2ccc(F)cc2Cl)c1=O)NCc1ccco1	-4.9	-4.2	-0.2%	-8.1	-20.3	3.3	0.8	-8.0	-11.4
O=C(CCc1ccc(S(=O)(=O)N2CCOCC2)cc1)Nc1nccs1	-1.0	-16.2	0.2%	0.4	-4.3	2.5	-0.4	0.9	3.1
CC(C)OCCCNC(=O)c1c(N)n(/N=C/c2ccccn2)c2nc3ccccc3nc12	-5.3	10.8	0.0%	1.4	2.9	0.8	0.5	-5.6	-5.6
Cc1ccc(C)c(NC(=O)CCc2c(C)nn(-c3ccc(N4CCCCC4)nn3)c2C)c1	35.3	12.6	1.1%	3.0	12.9	1.9	-0.1	-2.5	2.8
Cc1ccc(/C=N/NC(=S)NC2CCCCC2)o1	11.1	-9.1	-0.4%	-0.2	3.8	2.3	-1.2	0.8	-11.4
CCOc1ccc(C(C(=O)NC2CCCCC2)N(C(=O)c2csnn2)C2CC2)cc1 (configuration not stated)	-14.1	4.2	0.5%	3.2	-2.3	1.1	0.2	.	-2.1
COc1ccc(-c2nn(-c3ccccc3)cc2C(=O)Nc2nccs2)cc1OC	2.1	-12.8	1.6%	-25.3	-0.2	1.3	0.5	-3.8	5.1
Cc1ccc(NC(=O)CN2CCCCCC2)c(Br)c1	-6.4	13.3	0.4%	-2.0	-0.2	0.6	-0.5	3.2	-16.8
FC(F)(F)c1cc(N2CCOCC2)nc(-c2ccccc2)n1	-11.0	7.3	0.8%	-1.3	-3.5	1.5	0.0	10.8	8.2
COc1ccc(N(CC(=O)NCc2ccco2)S(=O)(=O)c2c(C)nn(C)c2C)cc1	2.1	4.7	-0.3%	12.9	-3.0	0.8	1.4	-0.6	5.5
Fc1ccc(-c2nc3cnccn3c2NC2CCCC2)cc1	5.7	-36.3*	4.4%	-3.1	-3.0	1.0	0.2	-2.0	-3.5
COCCn1c(C)cc(C(=O)CSc2ccc(NC(C)=O)cc2)c1C	-6.1	-1.4	2.0%	-4.4	2.7	1.6	-0.7	-4.7	-7.6
COc1ccccc1CNC(=O)Cc1c(C)c2c(cc(C)c3c(C)c(C)oc32)oc1=O	8.8	-0.1	0.0%	-12.0	0.1	0.0	.	0.7	.
Cn1c(Oc2ccccc2NCc2cccc(Br)c2)cc(=O)n(C)c1=O	3.8	-8.0	3.7%	-0.8	-2.9	3.0	-0.2	-1.4	5.6
O=C1c2oc3ccccc3c(=O)c2C(c2ccccc2)N1Cc1ccc2c(c1)OCO2 (configuration not stated)	-7.8	7.0	0.7%	-11.4	8.7	-0.4	-0.4	-7.4	.
